ABCB6 inh 2 – ABCB6 transporter inhibitors, primary screen, K562-ABCB6 cells, flow cytometry, MLPCN library; AID 602162, 2011; fluorescence ratio to DMSO, % at 10 µM; ATP-binding cassette sub-family B member 6 (Homo sapiens), Q9NP58; K562-ABCB6 porphyrin accumulation, 1 h; hits give low values; actives 0.19% (n = 360,000);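 active means fluorescence ratio to DMSO below 75%, the collection mean minus 3 SD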;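 further: signal is porphyrin accumulated inside mitochondria; 100% equals median channel fluorescence of DMSO control wells; lower ratio means ABCB6 inhibition with less porphyrin fluorescence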
TLR9-MyD88 inh – inhibitors of TLR9-MyD88 association in cells, primary screen, cell-based, CHO, BLA complementation, fluorescence; actives 0.21% (n = 340,000); AID 504734, 2011; inhibition, % at 4.98 µM; CCF4 FRET ratio;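 active means inhibition above the mean over all tested compounds plus 3 SD, cut at about 21% in these data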;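 further: 0% = DMSO only wells and 100% = clavulanate BLA inhibitor control wells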
NCOA2 inhibitor – inhibition of GAL4-SRC2 driven luciferase reporter, primary screen, SRC2 inhibitor project, cell-based, luminescence | HEK293 GAL4-SRC2 luciferase reporter | inhibition, % at 9 µM | actives 0.17% (n = 370,000) | AID 651957, 2012;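 active means inhibition above the mean inhibition of all tested compounds plus 3 SD, set per campaign, cut at about 52% in these data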;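 further: 0% = DMSO treated cells and 100% = cells given Gossypol at 36 µM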
NOD2-RIPK2 inh – NOD2-RIPK2 binding disruptors in cells, primary screen, fluorescence, CHO cells, BLA complementation; Receptor-interacting serine/threonine-protein kinase 2 (Homo sapiens), O43353; inhibition, % at 4.98 µM; AID 624267, 2012; CCF4 ratio; actives 0.38% (n = 360,000); in the data active means inhibition above about 21%;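 further: 0% = vehicle only and 100% = reference blocker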
MC4R ag barr – MC4R agonists recruiting beta-arrestin, primary screen, cell-based, luminescence, agonist arm of biased-ligand search; Melanocortin receptor 4 (Homo sapiens), P32245; U2OS MC4R beta-arrestin complementation; percent of melanotan II response, DMSO zero; activation, % at 8.9 µM; actives 0.98% (n = 360,000); AID 540308, 2011;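 active means activation above a per-plate cutoff, the mean activation of sample wells on that plate plus 3 SD, cut at about 8% in these data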
ABHD5 PLIN5 PPI – ABHD5-PLIN5 interaction inhibitors, primary screen, cell lysate, split luciferase complementation, luminescence. actives 0.78% (n = 360,000). AID 602281, 2012. Perilipin-5 (Homo sapiens) + 1-acylglycerol-3-phosphate O-acyltransferase ABHD5 (Homo …. inhibition, % at 4 µM. Split G. princeps luciferase complementation, 4 h;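 active means inhibition above the mean inhibition across every tested compound plus 3 SD, cut at about 22% in these data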;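 further: 0% = DMSO only wells and the 100% control is not disclosed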
Glyco luc inh – increase of ERlucT glycosylation luciferase signal, primary screen, N-linked glycosylation inhibitor project, D54 ERlucT cells, luminescence, set 2 | D54 ERlucT glycosylation luciferase reporter, 24 h; percent of 100 nM tunicamycin response | reporter increase, % at 12.5 µM | actives 0.23% (n = 360,000);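 active means mean luciferase reporter signal, scaled so untreated is 0 and the glycosylation-blocking control 100, at or above a set limit in every replicate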;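 further: luciferase carries N-glycosylation sites so blocking glycosylation raises the light; 0% = median of neutral control wells and 100% = median of 100 nM tunicamycin wells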
H9c2 protect – cardioprotection against H2O2-induced cell death, primary screen, uHTS, H9c2 cells, ATPLite luminescence. H9c2 cardiomyocytes, H2O2 injury protection, 2 h. protection from H2O2 cell death, % at 20 µM. actives 0.63% (n = 360,000). AID 588492, 2011;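 active means compounds giving at least 50% protection of heart cells from peroxide-induced death in the single-dose screen, raw or plate-pattern-corrected value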;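 further: 0% = DMSO wells with peroxide and 100% = DMSO wells without peroxide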
m5-HT2A agonist – mouse Htr2a agonists via beta-arrestin recruitment, primary screen, cell-based, luminescence. 5-hydroxytryptamine receptor 2A (Mus musculus), P35363. CHO-K1 mHTR2A beta-arrestin complementation; percent of 30 µM serotonin response. activation, % at 7.6 µM. actives 0.66% (n = 360,000);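 active means activation above a run cutoff, the mean activation of all tested compounds plus 3 SD, cut at about 14% in these data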;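 further: 0% = plate median of compound wells and 100% = 30 µM serotonin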
MC4R antagonist – MC4R antagonists of cAMP signaling, primary screen, cell-based, TR-FRET, antagonist arm of biased-ligand search; MC4R-expressing cells, MTII-stimulated cAMP, LANCE TR-FRET; actives 0.48% (n = 360,000); inhibition, % at 6.5 µM; Melanocortin receptor 4 (Homo sapiens), P32245;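 active means inhibition above its plate's cutoff, the mean of tested wells on that plate plus 3 SD, cut at about 29% in these data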;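 further: 0% = Melanotan II alone and 100% = Melanotan II plus saturating MCL0020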
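System – human MC4R-expressing U2OS cells · Also added – Melanotan II · Dosing – one concentration, 6.5 µM nominal · Timing – 30-min compound, 1-h challenge, 1-h detection, room temperature · Measured by – Eu-cAMP/anti-cAMP TR-FRET, emission 671 nm · Replicates – singlicate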
Starred values were filed as active, the others as inactive; . = not tested or not shown. A portion of the library; rates above refer to the full screens.

Results follow in this order: NCOA2 inhibitor	H9c2 protect	TLR9-MyD88 inh	MC4R ag barr	MC4R antagonist	m5-HT2A agonist	ABCB6 inh 2	NOD2-RIPK2 inh	Glyco luc inh	ABHD5 PLIN5 PPI
CNC(=O)c1cc2cc(Cl)cc(OC)c2oc1=O
 : -14	16	5	-1.1	-2	1	98	3	0	-1
O=C(O)c1ccc(N2CC3CC(C2)c2cccc(=O)n2C3)c(NC(=S)Nc2ccc(Br)cc2)c1 (centres undefined)
 : -22	-18	-3	-0.1	16	3	99	-2	0	-23
CC(C)C(=O)Nc1ncc(Cc2ccc(Cl)cc2)s1
 : 0	-4	3	0.3	0	2	96	1	1	-5
Cc1cc(C(F)F)n2ncc(C(=O)NC3CCCCCC3)c2n1
 : -18	-4	-9	-2.4	-10	0	92	-2	-1	3
O=C(O)c1cccc(-n2cccc2/C=C/[N+](=O)[O-])c1
 : -24	4	-3	0.7	4	-1	98	-1	0	11
COC(=O)c1cc(Cn2nc(C(=O)O)c3ccccc3c2=O)oc1C
 : 2	17	-11	-0.7	9	3	101	0	0	8
CCOC(=O)C1=C(C)NC2=C(C(=O)CC(c3cccs3)C2)C1c1cccs1 (centres undefined)
 : 17	-6	0	-3.0	-27	-5	116	6	12	0
COc1ccc(NC(=O)CCSc2ccc3ccccc3n2)cc1
 : 8	0	6	-1.9	3	-2	105	5	0	-8
CCCCC1(CC)C(=O)NC(=O)NC1=Nc1ccc(OC)cc1 (centres undefined)
 : -31	-2	-10	-1.8	-1	-1	77	-3	2	6
Cc1nc2sccn2c(=O)c1S(=O)(=O)NCC(C)c1ccccc1 (centres undefined)
 : 8	0	-8	0.1	0	1	100	-3	1	-8
Clc1ccc(C2=NN(c3ccccc3)C(c3ccco3)C2)cc1 (centres undefined)
 : -15	-6	-14	0.9	8	0	97	-5	-1	-1
Nc1nonc1C(=O)NCCN=Cc1cc(Cc2ccccc2)cc(Br)c1O
 : .	36	6	9.2*	5	-10	94	-2	5	21
COc1cc(NC(=O)NCC2CCN(Cc3ccccc3F)CC2)cc(OC)c1
 : -9	2	-7	-0.4	4	-8	96	-4	1	2
COc1ccc2[nH]c3c(=O)n4c(nc3c2c1)SCCC4
 : -29	8	.	-0.4	-2	5	91	-17	2	1
CCOC(=O)c1ccc(S(=O)(=O)N2CCN(S(=O)(=O)CC)CC2)cc1
 : 1	-6	3	-2.7	1	2	77	12	1	-4
CCOC(=O)c1c(N)sc2c1CCC(C)C2 (centres undefined)
 : -1	-4	-13	-1.1	-6	-3	96	2	1	-13
COc1ccc(CNCc2ccncc2)cc1OC
 : 3	5	-16	-1.3	10	1	97	7	-1	-4
CCn1c(=O)c([N+](=O)[O-])c(NCC2CCCO2)c2ccccc21 (centres undefined)
 : -11	-2	2	-1.2	9	-4	100	-5	0	8
Cc1ccc(-c2oc3ncnc(N)c3c2-c2ccc(C)cc2)cc1
 : 6	-3	0	4.2	-7	-1	97	-18	-9	24*
Cn1cc(S(=O)(=O)NC2CCCCC2)c(=O)n(C)c1=O
 : -6	-2	5	-3.8	2	2	101	-4	3	2
COc1ccccc1C(=O)NNc1ncc(C)s1
 : -6	4	-5	1.0	9	5	93	1	1	-21
Nc1nnnn1/N=C/c1cc(Cl)cc(Cl)c1O
 : -8	-5	23*	1.0	8	7	95	6	5	0
CCCS(=O)(=O)c1nc(S(=O)(=O)c2ccc(C)cc2)c(N2CCC(C)CC2)s1
 : -28	-6	-10	-1.6	-5	-5	96	10	-4	-2
Cc1cc(C(=S)N2CCOCC2)c(C)n1-c1ccc(Cl)cc1
 : -1	9	-9	-1.9	-7	-1	97	-5	-2	-9
O=C(Nc1c(C(=O)c2ccccc2)oc2ccccc12)c1cc(-c2ccccc2O)n[nH]1
 : 9	0	0	8.1	-10	-2	93	-6	-3	0
O=C(NCc1cccnc1)c1ccc(Cl)c(S(=O)(=O)N2CCCCCC2)c1
 : 16	1	9	-1.0	11	1	90	-9	-4	-1
O=C(CCc1c[nH]c2ccccc12)NCC1CCCO1 (centres undefined)
 : -6	2	10	-1.4	5	-1	91	6	3	3
CCCCNc1ccc(C(CC(N)=O)NC(=O)Cc2cccc3ccccc23)cc1[N+](=O)[O-] (centres undefined)
 : -11	1	-2	-1.9	2	6	95	-6	4	-3
CCOC(=O)c1c(C)c(C(=O)NCc2ccccc2OC)c(C)n1C
 : 3	16	-2	-0.8	1	3	98	-2	-1	-8
COc1ccc(-n2cc(CNC3CCOCC3)c(-c3cccc(F)c3)n2)cc1
 : -7	8	2	4.0	-2	5	97	1	-4	25*
O=C(Cn1cnc2c(nnn2Cc2ccc(Cl)cc2)c1=O)NC1CCCC1
 : 3	-3	-40	-1.8	9	3	100	-9	-1	6
Cc1ccc(CNC(=O)CSc2ncn[nH]2)cc1
 : 2	-3	4	-1.7	2	4	98	-11	0	-3
Cn1nc([N+](=O)[O-])nc1Sc1ccc(C(C)(C)C)cc1
 : 23	-11	4	4.7	0	0	107	-10	-1	-6
COc1ccc(NC(=O)Nc2nnc(C(C)C)s2)cc1
 : -30	-5	0	0.0	-2	-2	102	-10	0	2
Cc1cc(C(=O)Nc2nccs2)c2cc(F)ccc2n1
 : 7	0	-9	2.4	0	0	100	0	0	3
CN(CC1CCN(CCc2cccc(C(F)(F)F)c2)CC1)C(=O)c1ccccc1
 : 1	-2	-3	-2.1	0	10	93	-2	0	-3
Cc1ccc(S(=O)(=O)CCC#N)cc1
 : -22	-3	-6	0.9	17	1	19*	-6	1	-5
COc1cc([N+](=O)[O-])ccc1NC(=O)Nc1ccc(C(=O)N2CCCC2)cc1
 : 5	-1	12	-1.6	13	3	98	-11	6	1
COc1ccc(NC(=O)COC(=O)CC2CC3CCC2C3)c([N+](=O)[O-])c1 (centres undefined)
 : 9	-8	-6	2.7	9	7	105	-3	-3	0
COC(=O)N1CCN(c2ccc(C)cc2)C(C)C1 (centres undefined)
 : -16	-2	-8	-1.7	-5	-3	104	-6	0	2
Cc1ccc(N2C(=O)N3[C@H](c4ccc(F)cc4)[C@@H]4C(=O)N(C5CCCCC5)C(=O)[C@@H]4[C@]3(C)C2=O)cc1
 : .	-10	-23	2.0	9	7	101	-5	-1	-12
O=C(Nc1cccc(S(=O)(=O)N2CCCCC2)c1)c1cc2ccccc2o1
 : 16	-9	-3	-0.6	2	-3	111	-2	-2	-10
COc1ccc(-c2cc3nc4ccccc4n3c(N)c2C#N)cc1
 : -42	-2	1	0.0	-11	1	92	10	-7	-1
CCOc1ccc(CCNC(=O)CCCn2c(=O)c3cccn3c3cccnc32)cc1OCC
 : 3	8	6	-1.8	-1	10	102	6	2	-2
NC(=S)NN=C1CCCCC12CCCC2
 : 17	0	1	2.5	11	4	100	-9	-1	-13
CC(=O)c1cc(C)ccc1OC(=O)c1cccnc1
 : -14	4	-3	1.0	-3	-7	88	-12	1	3
COc1ccc(Cl)cc1Cn1c(C)c(C(=O)NCc2ccc(F)cc2)sc1=O
 : 4	2	.	0.7	9	-3	106	4	-3	-1
Cc1ccc(N2C(=O)Nc3ccc(Br)cc3C2(O)C(=O)NCCCN(C)C)cc1C (centres undefined)
 : 17	-4	-4	0.0	14	-1	94	6	0	-3
CCOC(=O)COc1ccc2c3c(c(=O)oc2c1)CCCC3
 : -38	55*	7	-0.3	11	-4	239	-12	1	5
CCCCCC(=O)N/N=C/c1ccccc1[N+](=O)[O-]
 : -8	4	-4	-2.4	5	-6	97	-2	-1	-1
C#CCOCCOCCOCCNc1nc(N2CCN(C(=O)Cn3cc(CCCN=C(N)N)nn3)CC2)nc(N2CCN(C(=O)[C@H](CCCCN)n3cc(CCC(=O)O)nn3)CC2)n1
 : -30	-2	-6	0.2	7	4	90	-7	1	1
O=C(CSc1nc2ccccc2s1)Nc1ccc(C(=O)O)cc1
 : -21	0	-1	-2.4	-1	10	102	-3	0	4
CCn1c(=O)c(=O)[nH]c2cc(C(=O)N3CCN(Cc4ccc5c(c4)OCO5)CC3)ccc21
 : 16	2	5	-2.3	3	-2	96	6	4	-1
CC(C)CNS(=O)(=O)c1ccc2c(c1)OCCO2
 : 10	2	-5	-0.3	19	-1	95	3	1	1
COc1ccc(CN2CCC(C(=O)Nc3ccc(Oc4cccnc4)cc3)CC2)cc1
 : 3	-7	2	-1.4	0	-6	89	3	-1	0
